Screening results (PubChem BioAssay)
GLA spleen mod: inhibits or activates alpha-galactosidase in human spleen homogenate. 0.008% of 240,000 active. AID 2107. human spleen homogenate, 4MU-alpha-Gal fluorescence, 40 min. Potency, µM (doses to about 80 µM), for inactives: at the highest dose activity change, negative = inhibition, hits mostly inhibitors. P06280;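 also: 0% = enzyme with vehicle and -100% = no enzyme basal signal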
Target sequence (P06280 32-429 limits assumed): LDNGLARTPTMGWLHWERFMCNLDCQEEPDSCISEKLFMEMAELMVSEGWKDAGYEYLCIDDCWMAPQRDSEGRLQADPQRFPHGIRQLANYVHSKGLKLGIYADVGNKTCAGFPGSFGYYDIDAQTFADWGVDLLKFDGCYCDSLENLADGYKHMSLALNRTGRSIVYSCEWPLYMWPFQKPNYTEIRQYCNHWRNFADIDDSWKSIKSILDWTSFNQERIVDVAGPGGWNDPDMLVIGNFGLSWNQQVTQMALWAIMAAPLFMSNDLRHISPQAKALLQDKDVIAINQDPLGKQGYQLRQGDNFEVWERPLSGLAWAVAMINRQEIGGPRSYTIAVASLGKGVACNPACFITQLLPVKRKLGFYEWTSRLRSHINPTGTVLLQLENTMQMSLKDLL
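qHTS titration in buffer at pH 5.0. Alpha-galactosidase activity in spleen homogenate was measured via 4-methylumbelliferone release from 1 mM fluorogenic substrate after 40 min at 37C and a pH 10 stop. AC50 came from Hill fits of control-normalized data.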
Epigenetic reg: epigenetic control regulation, reporter derepression | murine LDR cells, GFP reporter derepression, 30 h | Potency, µM (titrated, usually from 53.9 µM), inactives show at the highest dose GFP activation, most hits filed as activators | 0.2% of 280,000 active; also: % of control where 0% means no effect; nearly all actives have a fitted effect of over 60% in size
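Derepression of a silenced CMV-GFP reporter in murine LDR cells is scored by enumerating GFP-positive cells with a laser-scanning microplate cytometer after 30 hours of treatment at 37 C.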
NPSR antag: neuropeptide S receptor (human) antagonism, cAMP; 1% of 220,000 active; AID 1461; CHO-NPSR cells, cAMP TR-FRET, antagonist mode; Potency, µM (highest dose often 38.3 µM), inactives show top-dose activity change, negative = inhibition, actives largely listed as inhibitors; Q6W5P4; also: % is scaled to controls: 0 for no effect and ±100 for the full control effect; nearly all actives have a fitted effect of over 50% in size; many of its hits are not listed in these tables
ALDH1A1 inh: blocks purified human ALDH1A1 activity. P00352. Purified ALDH1A1, NADH fluorescence, propionaldehyde substrate. Potency, µM (highest dose often 75.3 µM), inactives show at the highest dose activity, negative = inhibition, usual class: inhibitors. 7.3% of 220,000 active; active = well fitted inhibition curve with a large enough effect, not every such curve was filed as active; inconclusive = small, poorly fitted or top-dose-only effect, or another doubt; inactive = no such curve, though single readings can be large or run the other way;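 also: plate controls were no enzyme wells and a reference inhibitor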
Target sequence (P00352 whole entry, looked up): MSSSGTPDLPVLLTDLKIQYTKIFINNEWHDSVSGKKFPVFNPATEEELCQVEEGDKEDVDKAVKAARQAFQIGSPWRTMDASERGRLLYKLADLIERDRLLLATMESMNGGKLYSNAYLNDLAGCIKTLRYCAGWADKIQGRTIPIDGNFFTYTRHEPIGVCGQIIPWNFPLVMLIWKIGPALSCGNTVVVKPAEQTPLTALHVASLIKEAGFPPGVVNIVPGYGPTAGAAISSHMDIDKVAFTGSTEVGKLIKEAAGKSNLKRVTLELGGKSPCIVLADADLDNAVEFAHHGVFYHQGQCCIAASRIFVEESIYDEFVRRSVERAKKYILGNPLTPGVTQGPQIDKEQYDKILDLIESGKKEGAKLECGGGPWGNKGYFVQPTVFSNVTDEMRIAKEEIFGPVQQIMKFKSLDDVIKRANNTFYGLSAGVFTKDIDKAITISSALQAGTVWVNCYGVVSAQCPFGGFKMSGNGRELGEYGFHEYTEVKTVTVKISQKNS
GAA glycogen: GAA glycogen-cleavage inhibition or activation; recombinant GAA, glycogen substrate, Amplex Red glucose oxidase fluorescence; Potency, µM (series often up to 76.4 µM), without a hit: top-dose activity change, negative = inhibition, usual class: inhibitors; 0.38% of 300,000 active;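 also: 0% = full enzyme reaction and -100% = no-enzyme basal signal; the screen sought inhibitors and activators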
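Recombinant human enzyme (4 nM); glycogen substrate; 37 C, 40 min, pH 5.0. Readout: coupled glucose oxidase/Amplex Red fluorescence.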
GAA inhib: alpha-glucosidase (human) inhibition; purified human GAA, 4-MU-alpha-glucoside fluorescence; Potency, µM (titrated, usually from 76.9 µM), inactives show top-dose activity change, negative = inhibition, actives largely listed as inhibitors; 0.005% of 200,000 active;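 also: plate controls were uninhibited enzyme wells for no effect and no-enzyme background for full effect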
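AC50 values come from Hill fits of compound titrations (up to 77 uM) against 4 nM human enzyme. Substrate 4-methylumbelliferyl-alpha-D-pyranoside at 400 uM, pH 5.0 citrate buffer, 20 min room temperature; fluorescence Ex 365/Em 440 after alkaline stop.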
aGlu spleen mod: inhibits or activates alpha-glucosidase in human spleen homogenate | human spleen homogenate, 4-MU-alpha-glucoside fluorescence | P10253 | 0.006% of 240,000 active | AID 2112 | Potency, µM (top dose mostly 79.9 µM), without a hit: at the top dose activity change, negative = inhibition, actives largely listed as inhibitors;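 also: 0% = enzyme with vehicle and -100% = no enzyme basal signal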
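Compounds were titrated against alpha-glucosidase in spleen homogenate at pH 5.0, with 1 mM 4-methylumbelliferyl substrate for 40 min at 37 C. Reactions were quenched with pH 10 NaOH/glycine and fluorescence measured.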
Tau fluor cs: counter-screen for tau fibril formation inhibitors. tau K18 P301L (four-repeat tau fragment) Alexa594 fluorescence, heparin fibrillization. Potency, µM (series often up to 57.7 µM), without a hit: at the highest dose activity change, negative = decrease. 0.93% of 280,000 active. AID 1463; also: % is scaled to controls: 0 for no effect and ±100 for the full control effect; nearly all actives have a fitted effect of over 55% in size
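Human K18 P301L tau (15 uM unlabeled plus 0.24 uM Alexa 594-labeled, final) in 100 mM sodium acetate pH 7 was mixed with compound and 20 uM heparin and incubated 6 hr at 37 C.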
The depositor's hits bear a star; ? = inconclusive; . = no result given; [ ] = remark or other dose. Unless noted, calls follow the shape of the dose curve; as a rule, active = well fitted curve in the direction sought with a large enough effect; inconclusive = small, poorly fitted or top-dose-only effect, or another doubt; inactive = no such curve, though single readings can be large; an effect the other way counts as inactive or inconclusive. Potency is read from the fitted curve at half-maximal effect. Only part of the results is shown; rates above refer to the full screens.

SMILES | GLA spleen mod | Epigenetic reg | NPSR antag | ALDH1A1 inh | GAA glycogen | GAA inhib | aGlu spleen mod | Tau fluor cs
CCOC(=O)CN(C(=O)CSc1nnc2c(n1)[nH]c1ccccc12)c1ccccc1 | 6.5% | -1.0% | -20.4%[46.1 µM] | -4.2% | -4.7% | -20.1% | -0.7% | -6.1%
CC1=CC(c2ccc(Cl)cc2)n2nc(N3C(=O)CCC3=O)nc2N1 (configuration not stated) | ? | -1.2% | -11.1%[46.1 µM] | ? | 6.2% | ? | 16.3% | -11.0%
O=S(=O)(c1ccccc1F)N1CCN(CC(O)c2ccccc2)CC1 (configuration not stated) | -3.4% | -2.5% | 1.8% | -4.4% | -0.4% | 2.0% | 0.2% | 4.5%
CCC(=O)Nc1ccc(N2CCN(Cc3ccccc3F)CC2)cc1 | 5.5% | 15.5% | -6.8%[46.1 µM] | 3.3% | -9.9% | 2.0% | 6.9% | -4.9%
CCOC(=O)c1ccc[n+](CC(=O)c2ccc(OC)cc2)c1 | -10.5% | -1.6% | 12.4% | 6.7% | -0.4% | 1.5% | -4.8% | -3.3%
CN(C)CCCN(C(=O)CCc1ccccc1)c1nc2ccc(Cl)cc2s1 | -12.5% | 1.4% | ? | -25.7% | 14.2% | ? | -6.1% | -25.1%
Cc1ccc(OCC(O)CNC(=O)c2ccccc2C(=O)O)cc1 (configuration not stated) | 6.3% | -1.1% | -10.4%[46.1 µM] | 1.3% | 0.4% | 1.4% | 1.3% | -7.0%
O=C(COc1ccc(Cl)cc1)OCC(=O)N1CCCc2ccccc21 | -0.9% | -1.0% | 18.6% | 9.8% | -10.0% | 4.2% | -4.6% | -14.3%
O=S(=O)(Cc1ccc(Cl)cc1)N1CCCC1 | -0.8% | -1.0% | 1.6%[46.1 µM] | -8.4% | -3.0% | -5.7% | -2.2% | 3.5%
COc1ccc(CCNC(=O)CN2C(=O)c3cccc4cccc(c34)C2=O)cc1OC | 5.9% | -5.0% | -6.7% | 5.8% | -2.6% | 7.8% | 4.9% | -4.8%
O=C(O)c1ccccc1C(=O)Nc1ccc(Oc2cccc(C(F)(F)F)c2)nc1 | 5.6% | -0.1% | 2.7% | . | -5.9% | . | 0.9% | -4.9%
O=c1c(Cc2ccc(F)cc2)c(O)ccn1Cc1ccc(Cl)cc1Cl | 4.2% | 2.5% | 0.7%[46.1 µM] | ? | 2.0% | 3.2% | -5.8% | -23.0%
O=C(c1cccc([N+](=O)[O-])c1)N1CCN(c2ccc(Cl)cc2)CC1 | -2.1% | 0.9% | -11.7% | ? | 4.8% | 3.4% | -4.3% | -8.1%
Cc1ccc(S(=O)(=O)N2CCN(C(=O)C3COc4ccccc4O3)CC2)cc1C (configuration not stated) | -0.7% | 9.6% | -27.7%[46.1 µM] | ? | -26.1% | ? | 5.6% | -14.5%
Cc1c(N=NC2=C(O)CC(C)(C)CC2=O)cc2c(c1[N+](=O)[O-])C(C)(C)CC2(C)C | -3.2% | 1.1% | ? | . | 6.5% | . | 1.8% | -16.5%
O=C(COc1ccc(Cl)cc1)NCc1nnc(SCC(=O)Nc2ccccc2F)o1 | -5.0% | -0.1% | 2.5% | 12.8% | -13.1% | -2.7% | -1.1% | -4.9%
COc1cc(C(=O)Nc2ccccc2C2COC(=O)C2=N)cc(OC)c1OC (configuration not stated) | 6.2% | -0.9% | 8.8% | -1.9% | -12.7% | 1.2% | -20.1% | 5.1%
COc1ccc(NC(=O)CC2SC(=O)NC2=O)cc1 (configuration not stated) | -5.6% | -0.3% | 13.5% | -7.0% | -17.2% | 0.2% | 1.0% | -10.4%
CSc1ccccc1NC(=O)CN(c1ccccc1Br)S(C)(=O)=O | 1.2% | 0.1% | -4.0% | 7.9% | 6.8% | -0.4% | 6.1% | -0.5%
O=C(/C=C/c1ccco1)NCC1COc2ccccc2O1 (configuration not stated) | 22.1% | -2.7% | 3.5% | . | 10.7% | . | -3.6% | -5.3%
Cc1ccc(OCC(=O)N2CCN(c3nnc(-c4ccc(C)cc4)c4ccccc34)CC2)cc1 | -7.9% | 5.2% | ? | 14.1µM* | -2.1% | -3.3% | -7.5% | -7.7%
c1nc2sc3c(c2c2nnnn12)CCCC3 | -6.8% | 1.0% | 2.8%[46.1 µM] | ? | 4.9% | -8.4% | -7.5% | -5.6%
NC(=O)N/N=C/c1cn(-c2ccccc2)nc1-c1cccs1 | 3.3% | -4.7% | 4.5% | ? | -15.9% | -22.1% | 6.9% | -25.3%
CCN(CC)S(=O)(=O)c1cc(NC(=O)COC(=O)c2sc3ccccc3c2Cl)ccc1C | 26.2% | -1.3% | -4.7% | 7.7% | 5.7% | -5.2% | -7.2% | -29.0%
COc1ccc(-c2nnc3ccc(SCC(=O)Nc4cc(C)on4)nn23)cc1OC | 1.3% | 7.5% | -26.9% | ? | -2.9% | 6.1% | 3.4% | 0.6%
O=C(O)c1ccc2c(c1)C(=O)N(c1ccc(/C=C/C(=O)c3ccccc3)cc1)C2=O | 5.0% | -1.1% | ? | ? | -15.3% | 14.1% | -0.8% | -3.1%
CCOC(=O)C1CCCN(C(=O)c2ccc(C)cc2O)C1 (configuration not stated) | -6.4% | -2.7% | -1.8%[46.1 µM] | ? | -2.6% | -9.8% | -4.6% | -9.1%
COc1ccccc1-n1cc(C(=O)NCC(=O)N2CCN(c3ccccc3)CC2)c2ccccc2c1=O | -0.9% | -1.8% | ? | -3.6% | -6.1% | -3.3% | -17.5% | -6.7%
CCOc1ccc(NC(=O)CCN2CCN(S(=O)(=O)c3ccc(Cl)cc3)CC2)cc1 | 5.0% | 0.8% | -9.9%[46.1 µM] | 2.8% | 17.1% | -10.4% | -0.9% | -15.9%
O=C(CNc1ccc2ccccc2c1)N/N=C/c1cc2ccccc2nc1Cl | 0.1% | 0.1% | -19.6% | 22.4µM* | 9.9% | -2.2% | 0.6% | 12.6µM*[quencher]
CC(C)(C)n1nnnc1C(c1cc2cc3c(cc2[nH]c1=O)OCO3)N1CCN(c2ccccc2)CC1 (configuration not stated) | 19.5% | -0.5% | -19.8%[46.1 µM] | ? | -1.4% | ? | -5.6% | -22.9%
CCOCCCNC(=O)C(c1ccc(OC)cc1)N(Cc1ccc2c(c1)OCO2)C(=O)c1ccccn1 (configuration not stated) | 2.8% | 0.0% | 2.1% | -2.0% | -13.0% | 0.1% | 1.8% | -9.7%
O=C(O)/C=C/c1ccccc1Oc1ccccc1 | -3.7% | -0.9% | -14.5%[46.1 µM] | 16.4% | -11.7% | 2.1% | -7.7% | -7.2%
Cn1c(CSc2ncn[nH]2)nc2ccccc21 | 2.9% | 0.8% | 0.0%[46.1 µM] | -1.8% | 6.4% | -6.8% | 1.8% | 2.2%
C=CCOc1cc(C)nc(-c2ccccc2O)n1 | -3.1% | -1.6% | 5.2%[46.1 µM] | 2.9% | 2.0% | -4.4% | -5.1% | -25.9%
CN(C(=O)c1ccco1)c1nc(CC(=O)Nc2ccccc2)cs1 | -10.0% | 1.0% | -2.8%[46.1 µM] | -2.2% | -0.6% | ? | -6.6% | -4.0%
O=C(NCc1ccc(Cl)cc1)C(=O)NCC1OCCN1S(=O)(=O)c1ccc2c(c1)OCCO2 (configuration not stated) | -1.7% | -6.3% | 9.0% | ? | 5.4% | 2.0% | -2.5% | 0.3%
Cc1nc2sc(C(c3ccccc3)N3CCN(c4ccccc4F)CC3)c(O)n2n1 (configuration not stated) | 3.7% | 0.9% | -1.8%[46.1 µM] | -6.6% | 8.5% | -0.8% | -2.5% | -9.2%
Cn1nnnc1SCC(=O)Nc1ccc2c(c1)OCO2 | 0.4% | -1.2% | 5.8% | -1.5% | -4.2% | 0.1% | 7.7% | -2.0%
CCOC(=O)C(=CNc1ccccc1C)C(=O)OCC | -0.4% | 0.0% | -9.0%[46.1 µM] | 10.4% | 0.3% | ? | 0.8% | -9.8%
CC(=O)N/N=C/c1ccc(OCCOc2ccc(Br)cc2)cc1 | -8.7% | -1.8% | 6.3% | 15.5% | -14.7% | -8.8% | -0.3% | -9.6%
OC(COc1ccc2ccccc2c1)Cn1cncn1 (configuration not stated) | -0.2% | 2.0% | 3.6%[46.1 µM] | 3.4% | -3.8% | 2.1% | 1.3% | 0.0%
COc1cc(CC(=O)Nc2ccc(Cl)c(C(F)(F)F)c2)cc(OC)c1OC | -14.4% | -0.6% | -17.2% | -2.8% | -14.0% | -8.3% | -14.6% | ?
Cc1cc(N)n(-c2ccc(S(=O)(=O)c3ccc(C(C)C)cc3)cc2)n1 | -8.8% | 5.1% | 2.6% | 35.5µM* | -6.2% | -4.4% | 2.4% | -24.3%
Cc1c(Br)c(C(=O)NNC(=O)c2ccc(C(C)(C)C)cc2)nn1C | 0.4% | 0.2% | 6.1% | . | 8.0% | . | -6.9% | -2.8%
CCOc1ccc(/C=C/[N+](=O)[O-])c2ccccc12 | 13.3% | -1.1% | 10µM* | 28.2µM* | -2.6% | 4.4% | 0.4% | 1.7%
NC(=O)CSc1nnc(-c2ccncc2)n1-c1ccc(Cl)cc1 | 3.3% | -1.0% | 9.7%[46.1 µM] | 7.2% | -3.6% | -3.3% | -3.5% | 3.8%
CCCNC(=O)c1c(N)n(-c2ccc3c(c2)OCO3)c2nc3ccccc3nc12 | -2.4% | -1.9% | -18.8%[46.1 µM] | -11.7% | 0.3% | -2.9% | -5.1% | -15.4%
C/C(=N\Nc1nc2ccc(Cl)cc2o1)c1ccccc1 | -3.6% | 9.6% | 42.0% | . | -21.3% | . | -3.8% | ?
N#Cc1nc(-c2cccs2)oc1NCCCN1CCOCC1 | ? | 3.5% | 2.6%[46.1 µM] | ? | ? | ? | 5.7% | -12.6%

Record cards, from the list above. Order of values: GLA spleen mod | Epigenetic reg | NPSR antag | ALDH1A1 inh | GAA glycogen | GAA inhib | aGlu spleen mod | Tau fluor cs
Shown for NC(=O)CSc1nnc(-c2ccncc2)n1-c1ccc(Cl)cc1 = 3.3% | -1.0% | 9.7%[46.1 µM] | 7.2% | -3.6% | -3.3% | -3.5% | 3.8%
Shown for CCOc1ccc(/C=C/[N+](=O)[O-])c2ccccc12 = 13.3% | -1.1% | 10µM* | 28.2µM* | -2.6% | 4.4% | 0.4% | 1.7%

For convenience, 2 of the compounds above:
SMILES | GLA spleen mod | Epigenetic reg | NPSR antag | ALDH1A1 inh | GAA glycogen | GAA inhib | aGlu spleen mod | Tau fluor cs
C/C(=N\Nc1nc2ccc(Cl)cc2o1)c1ccccc1 | -3.6% | 9.6% | 42.0% | . | -21.3% | . | -3.8% | ?
N#Cc1nc(-c2cccs2)oc1NCCCN1CCOCC1 | ? | 3.5% | 2.6%[46.1 µM] | ? | ? | ? | 5.7% | -12.6%
